LDHA inh: blocks human lactate dehydrogenase A. P00338. activity change, % (values are at about 110 or 230 µM). hit rate 0.15% among 480,000. AID 1347041. purified LDHA, NADH/diaphorase-resazurin fluorescence; stronger effect = lower value; in the data active = activity change below about -30%; inconclusive = mostly about -25% to -30%;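 also: plate controls were DMSO wells for no effect and wells without enzyme for full effect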
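LDH5 2 nM; NADH 0.06 mM, pyruvate 0.2 mM; 200 mM Tris pH 7.4, EDTA, Tween-20; 5 min RT. Detection: diaphorase 0.133 mg/mL + resazurin 37 µM, fluorescence ex540/em590 at 0 and 20 min; normalized to enzyme-free and DMSO wells.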
RXFP1 ag: agonists of human relaxin receptor RXFP1. AID 2676. Potency, µM (top dose mostly 57.5 µM), inactives show at the highest dose activation, hits mostly activators. HEK293T-RXFP1 cAMP TR-FRET, 30 min; response scale: percent of porcine relaxin response, buffer zero. hit rate 0.3% among 370,000. Q9HBX9; also: potency is read from the fitted curve at half-maximal effect; % is scaled to controls: 0 for no effect and ±100 for the full control effect; nearly all actives have a fitted effect of over 60% in size; many of its hits are not listed in these tables
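HEK293 cells stably expressing RXFP1, treated 30 min at 37C with compounds plus PDE4 inhibitor Ro 20174; cAMP measured by HTRF TR-FRET. Normalized to buffer and 29 nM porcine relaxin; EC50 by Hill fit.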
D1 agonist: agonists of human D1 dopamine receptor; P21728; HEK293 T-REx D1 cells, calcium flux, agonist mode; activation, % at 2 µM; hit rate 1% among 360,000; in the data active = activation above about 30%; also: 0% is about no effect
Target sequence (P21728 whole entry, looked up): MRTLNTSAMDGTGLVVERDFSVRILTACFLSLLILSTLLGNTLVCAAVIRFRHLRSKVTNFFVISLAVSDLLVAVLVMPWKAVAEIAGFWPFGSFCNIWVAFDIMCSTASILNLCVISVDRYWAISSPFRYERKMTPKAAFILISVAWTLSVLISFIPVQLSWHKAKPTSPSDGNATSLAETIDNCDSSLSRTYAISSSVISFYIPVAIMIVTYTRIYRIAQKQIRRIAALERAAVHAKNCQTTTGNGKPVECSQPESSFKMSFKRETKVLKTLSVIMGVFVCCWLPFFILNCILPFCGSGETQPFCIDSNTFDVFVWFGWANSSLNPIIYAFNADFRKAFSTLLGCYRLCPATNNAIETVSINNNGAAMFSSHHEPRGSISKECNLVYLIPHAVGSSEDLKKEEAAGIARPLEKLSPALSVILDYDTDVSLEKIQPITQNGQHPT
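Agonism was scored from calcium flux recorded over 180 s (1 read/s) after pintool compound addition, following a 10-cycle baseline. Cells were inducible force-coupled HEK293 TREx D1, plated overnight at 30 C and loaded with no-wash calcium dye.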
D2 PAM: D2 dopamine receptor (human) potentiation; hit rate 0.34% among 340,000; HEK293 T-REx D2, calcium flux, EC20 dopamine potentiation; P14416; AID 485347; potentiation, % at 10 µM;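 active = potentiation over 3 SD above the plate norm, cut at about 30% in these data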; also: 0% is about no effect
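Potentiation of an EC20 dopamine calcium response is measured in a force-coupled, tetracycline-inducible Hek293 Trex D2 line. Compound-only kinetic reads over 180 s flag agonists before dopamine addition.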
Vif-APOBEC3F blk: blocks the Vif interaction with APOBEC3F. Potency, µM (titrated, usually from 46.1 µM), for inactives: at the highest dose activity, negative = active. hit rate 0.2% among 390,000. AID 602313. HeLa A3F-eYFP + Vif (tagged APOBEC3F with the HIV-1 protein that degrades it), YFP fluorescence increase; also: potency is read from the fitted curve at half-maximal effect; % of control where 0% means no effect; nearly all actives have a fitted effect of over 65% in size
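HeLa cells stably expressing A3F-eYFP plus Vif, plated and incubated overnight at 37 deg C, then exposed to compounds overnight at 37 deg C. Blocked degradation read as raised yellow fluorescence (Ex 488/Em 500-530).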
Vif-A3G inh: Vif-A3G binding inhibition. HeLa A3G-eYFP + Vif (tagged APOBEC3G with the HIV-1 protein that degrades it), YFP fluorescence, overnight. Potency, µM (titrated, usually from 46.1 µM), for the others: top-dose activity, negative = active, hits mostly inhibitors. hit rate 0.076% among 410,000. AID 602310;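 also: potency is read from the fitted curve at half-maximal effect; % is scaled to controls: 0 for no effect and ±100 for the full control effect; nearly all actives have a fitted effect of over 60% in size; hits raise eYFP signal because A3G escapes Vif-driven loss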
Target sequence (Q9HC16 whole entry, looked up): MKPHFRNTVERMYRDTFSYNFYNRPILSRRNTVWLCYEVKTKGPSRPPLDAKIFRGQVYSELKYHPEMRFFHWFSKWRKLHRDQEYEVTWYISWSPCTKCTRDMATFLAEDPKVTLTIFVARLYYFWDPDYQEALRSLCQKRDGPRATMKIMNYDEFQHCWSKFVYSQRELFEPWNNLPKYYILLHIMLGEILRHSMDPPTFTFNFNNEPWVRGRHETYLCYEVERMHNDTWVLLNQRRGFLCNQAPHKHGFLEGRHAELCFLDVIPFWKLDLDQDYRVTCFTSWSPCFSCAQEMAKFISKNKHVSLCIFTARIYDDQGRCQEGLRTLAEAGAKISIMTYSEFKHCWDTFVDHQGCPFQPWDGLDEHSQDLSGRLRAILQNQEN
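Read-out is eYFP fluorescence (Ex 488/Em 500-530) from Vif-expressing HeLa A3G-eYFP cells; more signal means A3G escaped Vif-mediated degradation. Cells plated overnight, compound pinned in, incubated overnight at 37 deg C.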
Glioma ERSR ind: ER stress response induction in glioma. U87-MG GRP78 promoter luciferase reporter, 16 h. Potency, µM, for inactives: top-dose activation, usual class: activators. hit rate 0.02% among 420,000. AID 602332; also: potency is read from the fitted curve at half-maximal effect; series mostly up to about 76 µM; % of control where 0% means no effect; nearly all actives have a fitted effect of over 35% in size
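ERSR induction read as luciferase luminescence (Bright-Glo, 10 min at room temperature) in stably transfected human U87-MG glioma cells exposed to compounds for 16 h, using GRP78 as sensor.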
D1 antagonist: blocks dopamine activation of the human D1 receptor; P21728; HEK293 TREx D1 cells, calcium flux, dopamine EC80; stronger effect = lower value; activity change, negative = inhibition, % at 10 µM; hit rate 3.2% among 360,000; AID 504652; in the data active = activity change below about -30%; also: % is scaled to controls: 0 for no effect and ±100 for the full control effect
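Cells carrying a force-coupled, tetracycline-inducible human D1 receptor report calcium flux. Each well gets a 10 s baseline, compound with 180 s monitoring, then an EC80 dopamine stimulus with a second 180 s kinetic read.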
D1 potentiator: enhances dopamine response at the human D1 receptor | P21728 | HEK293 TREx D1 cells, calcium flux, dopamine EC20 potentiation | AID 504651 | potentiation, % at 10 µM | hit rate 0.036% among 360,000; in the data active = potentiation above about 30%; also: 0% is about no effect
Numbers without * were called inactive; ? = inconclusive; . = not tested or not shown; & = joins results of further samples. Unless noted, calls follow the shape of the dose curve; as a rule, active = well fitted curve in the direction sought with a large enough effect; inconclusive = small, poorly fitted or top-dose-only effect, or another doubt; inactive = no such curve, though single readings can be large; an effect the other way counts as inactive or inconclusive. An excerpt; the hit share may differ from the screen's.

1) CCOC(=O)N1CCN(C(=O)c2cnn3ccccc23)CC1
2) Cc1ccc(/C=C/C(=O)O)cc1S(=O)(=O)NC1CCS(=O)(=O)C1 (centres undefined)
3) Cc1ccccc1NC(=O)Cn1c(=O)n(CCc2ccccc2)c(=O)c2sc3ccccc3c21
4) Cc1sc2nc(C)n(/N=C/c3ccc(O)cc3O)c(=O)c2c1C
5) O=C(CSc1ccccc1)Nc1cccc(NC(=O)c2ccco2)c1
6) Clc1ccc(/C=C/c2nc3ccccc3[nH]2)c(Cl)c1
7) COc1ccccc1/C=C/C(=C1/C(=O)N(c2ccccc2)N=C1C)c1ccc(C)cc1
8) Cn1cccc1/C=C1\SC(=O)N(c2ccc(O)cc2)C1=O
assay / compound	1	2	3	4	5	6	7	8
D1 potentiator	1	5	2	-7	-1	-7	-5	-9
LDHA inh	-7	-4	3	6	5	-5	1	1
Glioma ERSR ind	9%	-6%	-5%	-4%	2%	-8%	-4%	2%
Vif-A3G inh	1%	0%	4%	-3%	-1%	-1%	-3%	?
D2 PAM	11	-6	1	-4	4	0	-5	3
Vif-APOBEC3F blk	-3%	1%	0%	0%	0%	-3%	10%	25µM*
D1 antagonist	0	4	-5	-84*	-2	-10	-2	-2
RXFP1 ag	2.0%	-1.8%	16%	2.1%	-0.2%	8.7%	0.1%	0.4%
D1 agonist	1	2	2	14	1	-1	2	6

An excerpt from above in order of their number in D1 potentiator, smallest number first:
entry	SMILES	D1 potentiator
8	Cn1cccc1/C=C1\SC(=O)N(c2ccc(O)cc2)C1=O	-9
6	Clc1ccc(/C=C/c2nc3ccccc3[nH]2)c(Cl)c1	-7
3	Cc1ccccc1NC(=O)Cn1c(=O)n(CCc2ccccc2)c(=O)c2sc3ccccc3c21	2

Further compounds:
9) O=C(c1cc2cc(Br)ccc2s1)N1CCOCC1
10) CCOc1ccc(N(CC)C(=O)c2nn(-c3ccc(OC)cc3)c(=O)c3c2c2ccccc2n3C)cc1
11) COc1cc(OC)cc(-c2nc3ccccc3c(=O)n2OC(=O)c2ccccc2C)c1
12) COc1cc(C(=O)NNC(=O)c2ccc(NC(C)=O)cc2)cc(OC)c1OC
13) CC(C)c1ccc(N2C(=NC(=O)C3CCCO3)SC3CS(=O)(=O)CC32)cc1 (centres undefined)
14) CCOc1ccc(C(=O)Nc2cccc(C(C)=O)c2)cc1[N+](=O)[O-]
15) O=C(CSc1nc2ccccc2o1)Nc1ccc(Cl)cc1
16) CCOC(=O)/C=c1/s/c(=C/c2ccc3cc(OC)ccc3c2)c(=O)n1CC(=O)NCC1CCCO1 (centres undefined)
assay / compound	9	10	11	12	13	14	15	16
D1 potentiator	0	-2&6	0	1	-4	0	-4	.
LDHA inh	-12	-1&-6	4	-4	-5	-17	-2	1
Glioma ERSR ind	-1%	-2%	-2%	-3%	-1%	-4%	2%	-2%
Vif-A3G inh	3%	2%	-2%	0%	-7%	-2%	-1%	0%
D2 PAM	-5	15&10	-4	-1	7	-9	.	.
Vif-APOBEC3F blk	0%	-1%	0%	-9%	?	2%	5%	7.1µM*
D1 antagonist	-3	-2&-8	0	13	25	-5	.	.
RXFP1 ag	0.5%	-1.7%&4.8%	1.8%	0.6%	0.6%	-9.3%	-0.5%	.
D1 agonist	-1	3&-1	2	-1	3	2	-1	.

17) O=C(CSC1=NS(=O)(=O)c2cc(Cl)ccc2N1)NCc1ccccc1
18) Cc1cccc(NC(=O)c2ncn3c2C(=O)NC[C@H]3C)c1
19) CCCC(C)NC(=O)CN1C(=O)c2cccc3cccc1c23 (centres undefined)
20) Cc1nnsc1C(=O)NC1CCCc2c1cnn2-c1ccccc1F (centres undefined)
21) COc1ccc(NC(=O)Nc2ccc(C(=O)N3CCOCC3)cc2)cc1
22) COc1ccccc1CNc1ncnc2sccc12
23) CCc1ccc(NC(=O)CCc2nc3cccnc3n2Cc2ccc(OC)cc2)cc1
24) CC(Cc1cccnc1)NC(=O)c1cc(COc2ccc(F)cc2F)on1 (centres undefined)
assay / compound	17	18	19	20	21	22	23	24
D1 potentiator	-4	.	1	-4	-2	-8	0	-3
LDHA inh	-2	3	-2	-5	1	-6	-8	2
Glioma ERSR ind	1%	-2%	-5%	-2%	-1%	3%	-7%	-2%
Vif-A3G inh	0%	2%	0%	1%	0%	2%	-6%	0%
D2 PAM	-5	.	5	1	-14	-22	3	-10
Vif-APOBEC3F blk	-14%	6%	2%	-7%	.	-1%	1%	-6%
D1 antagonist	-11	.	-14	-12	0	-31*	17	-3
RXFP1 ag	0.0%	.	3.2%	-2.4%	-0.2%	-0.6%	-0.1%	0.2%
D1 agonist	0	.	3	15	2	31*	2	15

25) O=C1NN=C(c2ccc(Br)cc2)CC1c1ccc(Cl)cc1 (centres undefined)
26) Cc1ccc(NC(=O)c2sc3ncn(CC(=O)N4CCN(c5ccccn5)CC4)c(=O)c3c2C)cc1F
27) Cc1nc(SCC(=O)NC2(C#N)CCCC2)n(CC(C)C)c1C
28) O=C(CN(C(=O)Cn1nnc(-c2cccs2)n1)c1ccc2c(c1)OCCO2)NCC1CCCO1 (centres undefined)
29) Cc1ccc2c(C)c(C(=O)N3CCN(C4CCS(=O)(=O)C4)CC3)oc2c1C (centres undefined)
30) COc1ccccc1OC1OC2COC(c3ccco3)OC2C(O)C1NC(C)=O (centres undefined)
31) CCCN1CCC(=O)N(CCSc2ccccc2)CC1
32) CCN(CC)C(NC(=O)c1ccccc1)C(=O)c1ccccc1 (centres undefined)
assay / compound	25	26	27	28	29	30	31	32
D1 potentiator	0	0	-2	-4	1	1	1	3
LDHA inh	-5	-1	-3	3	-2	-9	-9	-3
Glioma ERSR ind	-5%	1%	-4%	-2%	2%	-3%	-3%&-7%	5%
Vif-A3G inh	1%	2%	-3%	-2%	-1%	-1%	-3%&-6%	-5%
D2 PAM	-5	11	-2	2	-4	-10	2	-9
Vif-APOBEC3F blk	-3%	-4%	10%	-3%	-1%	-7%	0%	-16%
D1 antagonist	-10	-1	0	-12	-1	-2	-19	-5
RXFP1 ag	2.1%	22%	1.4%	0.1%	0.4%	1.4%	2.1%	-0.1%
D1 agonist	5	3	3	0	0	2	2	2

33) CC(NC(=S)Nc1ccc(OC(F)F)cc1)c1ccc(F)cc1 (centres undefined)
34) O=C(NCc1ccccc1)C1=C[C@H](C2CC2)C[C@H](OCc2ccc(CO)cc2)O1
35) CCOc1cc(CN2CCN(S(=O)(=O)c3ccc(C)cc3)CC2)ccc1OC
36) Cn1cc(C(=O)N/N=C/c2cc(Br)cs2)c2ccccc21
37) COc1ccccc1C(=O)NCCNc1ccc([N+](=O)[O-])cc1Cl
38) CCNC(=O)OCc1cn(-c2ccccc2)nn1
39) Cc1cc(C)nc(N(C#N)CC(=O)N2CCC(C(N)=O)CC2)n1
40) CC1CCc2sc(NC(=O)c3ccc(N4C(=O)CCC4=O)cc3)c(C(N)=O)c2C1 (centres undefined)
assay / compound	33	34	35	36	37	38	39	40
D1 potentiator	-11	5	0	-2	-4	3	-4	0
LDHA inh	3	0	-16	.	-4	-9	1	6
Glioma ERSR ind	-4%	-5%	-2%	.	-4%	-3%	-4%	-5%
Vif-A3G inh	-1%	-9%	7%	.	0%	1%	2%	0%
D2 PAM	14	8	1	-24	2	11	-1	2
Vif-APOBEC3F blk	-2%	4%	-2%	.	-1%	6%	3%	5%
D1 antagonist	-35*	-18	7	11	-5	10	-4	4
RXFP1 ag	1.3%	0.8%	-0.1%	-0.6%	4.9%	-0.5%	0.5%	-2.6%
D1 agonist	42*	-5	-1	-1	0	5	0	9

41) O=C(Nc1ccccc1F)c1ccc(Cn2cc(Br)cn2)cc1
42) CCCC(=O)Nc1ccc(-c2nc3cc(C)ccc3o2)cc1
43) COc1ccc(S(=O)(=O)N2c3ccccc3OCC2C)cc1 (centres undefined)
44) CCOC(=O)c1c(C)n(C)c2cc(Br)c(C)cc12
assay / compound	41	42	43	44
D1 potentiator	-5	0	2	-3
LDHA inh	-5	-2	-2	-15
Glioma ERSR ind	4%	-7%	-5%	-3%
Vif-A3G inh	-10%	-2%	?	-1%
D2 PAM	-5	4	16	2
Vif-APOBEC3F blk	-6%	.	8%	-3%
D1 antagonist	.	-8	12	2
RXFP1 ag	0.0%	3.3%	1.5%	-0.1%
D1 agonist	12	-1	-1	3

Record cards (already shown):
Cc1ccc(/C=C/C(=O)O)cc1S(=O)(=O)NC1CCS(=O)(=O)C1 (centres undefined) reads D1 potentiator: 5; LDHA inh: -4; Glioma ERSR ind: -6%; Vif-A3G inh: 0%; D2 PAM: -6; Vif-APOBEC3F blk: 1%; D1 antagonist: 4; RXFP1 ag: -1.8%; D1 agonist: 2
O=C1NN=C(c2ccc(Br)cc2)CC1c1ccc(Cl)cc1 (centres undefined) reads D1 potentiator: 0; LDHA inh: -5; Glioma ERSR ind: -5%; Vif-A3G inh: 1%; D2 PAM: -5; Vif-APOBEC3F blk: -3%; D1 antagonist: -10; RXFP1 ag: 2.1%; D1 agonist: 5

Screening results (PubChem)
